BoNT F protease: BoNT F light chain protease inhibition. Multiplex microsphere protease cleavage assay, flow cytometry. AID 588497. inhibition, % at 10 µM. 0.22% of 360,000 active; in the data active = inhibition above about 35%, passing the limit was not always enough; inconclusive = no clear call, values can overlap the other calls; note: plate controls were buffer without enzyme for full effect and enzyme alone for no effect
MazF activator: activators of E. coli MazEF toxin-antitoxin RNase | P0AE70 | FAM/BHQ RNA-DNA oligo cleavage fluorescence, 5 h | activation, % at 20 µM | 0.32% of 350,000 active; in the data active = activation above about 50%
Target sequence (P0AE70 whole entry, looked up): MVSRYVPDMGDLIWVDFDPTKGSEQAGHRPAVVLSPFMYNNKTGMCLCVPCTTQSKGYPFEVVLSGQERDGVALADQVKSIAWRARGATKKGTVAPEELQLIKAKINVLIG
FBA Mtb inh: inhibits M. tuberculosis FBA enzyme; P9WQA3; purified M. tuberculosis FBA, fluorescence read-out; inhibition, % at 1 µM; 2.3% of 360,000 active; in the data active = inhibition above about 27%;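 note: 0% = vehicle and 100% = reference inhibitor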
Target sequence (P9WQA3 whole entry, looked up): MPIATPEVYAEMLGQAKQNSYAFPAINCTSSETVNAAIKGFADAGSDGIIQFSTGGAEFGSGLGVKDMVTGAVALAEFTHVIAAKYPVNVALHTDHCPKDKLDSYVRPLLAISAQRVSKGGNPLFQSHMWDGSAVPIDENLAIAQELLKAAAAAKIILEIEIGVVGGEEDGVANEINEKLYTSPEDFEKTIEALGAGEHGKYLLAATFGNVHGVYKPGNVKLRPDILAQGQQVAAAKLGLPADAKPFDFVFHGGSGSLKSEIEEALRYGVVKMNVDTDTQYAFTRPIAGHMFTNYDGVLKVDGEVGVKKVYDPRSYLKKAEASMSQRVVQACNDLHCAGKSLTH
PrPC TRFRET: inhibitors of human cell surface prion protein PrPC; TR-FRET read-out; inhibition, % at 13.8 µM; 0.43% of 370,000 active; AID 720596; in the data active = inhibition above about 24%; note: 0% = median of the test wells and 100% = reference compound wells
Mtb UGM inh: Mtb UDP-galactopyranose mutase inhibition | P9WIQ1 | purified UGM, fluorescence polarization probe displacement | inhibition, % at 10 µM | 0.06% of 320,000 active | AID 504406; in the data active = inhibition above about 10%, passing the limit was not always enough; inconclusive = no clear call, values can overlap the other calls
Target sequence (P9WIQ1 whole entry, looked up): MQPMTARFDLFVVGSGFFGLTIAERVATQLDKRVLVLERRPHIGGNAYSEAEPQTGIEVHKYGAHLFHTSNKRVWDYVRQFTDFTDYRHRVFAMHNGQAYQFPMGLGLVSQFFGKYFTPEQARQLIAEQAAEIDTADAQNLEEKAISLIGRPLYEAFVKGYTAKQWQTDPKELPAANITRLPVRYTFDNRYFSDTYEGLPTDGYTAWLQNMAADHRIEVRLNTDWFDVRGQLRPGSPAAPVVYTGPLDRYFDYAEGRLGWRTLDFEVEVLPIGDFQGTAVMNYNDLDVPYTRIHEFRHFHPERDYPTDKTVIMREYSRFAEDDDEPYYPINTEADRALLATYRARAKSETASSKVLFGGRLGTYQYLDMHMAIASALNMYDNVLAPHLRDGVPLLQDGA
GDH-TPI inh: inhibits GDH-TPI coupling enzymes, artifact for Mtb FBA screen. AID 588335. GDH-TPI coupled enzyme counterscreen, NADH absorbance. 1.2% of 360,000 active. inhibition, % at 4.8 µM; in the data active = inhibition above about 30%;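 note: 0% = DMSO wells and 100% = wells lacking the enzyme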
Rv3671c inh: Rv3671c (M. tuberculosis) protease inhibition; 0.048% of 320,000 active; AID 2606; P9WHR9; inhibition, % at 5.96 µM; in the data active = inhibition above about 38%;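 note: extracellular domain of Rv3671c used as enzyme; 0% = enzyme with DMSO and 100% = no enzyme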
Mtb BioA inh: blocks M. tuberculosis BioA enzyme activity; AID 602481; 0.096% of 360,000 active; purified M. tuberculosis BioA enzyme, plate reader; inhibition, % at 9.99 µM; in the data active = inhibition above about 40%; inconclusive = no clear call, values can overlap the other calls
FadD28 binding: inhibitors of Mycobacterium tuberculosis FadD28 bisubstrate binding; FadD28 bisubstrate probe binding, fluorescence polarization; inhibition, % at 12.5 µM; 0.22% of 360,000 active; AID 588549; in the data active = inhibition above about 8.5%, passing the limit was not always enough; inconclusive = no clear call, values can overlap the other calls
Active calls of the source: *; ? = inconclusive; . = not tested or not shown.

| canonical_smiles | BoNT F protease | MazF activator | FBA Mtb inh | PrPC TRFRET | Mtb UGM inh | GDH-TPI inh | Rv3671c inh | Mtb BioA inh | FadD28 binding |
| --- | --- | --- | --- | --- | --- | --- | --- | --- | --- |
| CC(NC(=O)CCSc1nc(-c2ccc3c(c2)OCO3)cc(C(F)(F)F)n1)c1ccccc1 (stereo not given) | -7.9 | 3.5 | -6.6 | -5.6 | 1.7 | -1.8 | -60.9 | 0.4 | -6.2 |
| Cc1nn2c(NCCN(C)C)c3c(nc2c1-c1ccccc1)CCCC3 | -25.4 | 12.4 | 1.6 | 4.3 | 0.5 | 8.6 | 1.3 | 0.2 | -3.6 |
| COc1ccc(C(=O)COc2ccccc2N2C(=O)C3C4C=CC(C4)C3C2=O)cc1 (stereo not given) | -0.4 | 6.4 | -0.5 | -1.2 | 0.1 | -0.7 | -3.7 | 0.7 | -4.2 |
| COc1ccc(OC)c(NC(=O)CSc2nc(=O)n(CCN3CCOCC3)c3c2CCC3)c1 | -5.6 | 4.0 | -1.5 | 6.5 | -1.3 | 12.6 | -0.2 | 6.2 | -4.7 |
| Cc1cc(C)n(S(=O)(=O)c2ccc(C(C)(C)C)cc2)n1 | 6.4 | 1.3 | 2.2 | 0.7 | -2.0 | -6.7 | -1.0 | -1.0 | 0.4 |
| CC(NC(=O)c1cc2cc([N+](=O)[O-])ccc2oc1=O)C1CCCO1 (stereo not given) | 3.6 | 5.7 | -5.7 | 8.4 | 0.5 | 7.6 | -0.7 | -3.2 | 1.3 |
| Cc1cc([N+](=O)[O-])ccc1NC(=S)NC(=O)Cc1ccccc1 | 5.9 | 5.1 | 0.4 | -3.2 | -0.6 | 1.7 | -4.6 | . | -2.1 |
| COc1cccc2cc(C(=O)NC(C)C3CCCO3)c(=O)oc12 (stereo not given) | -3.6 | 0.5 | 0.5 | -1.6 | 0.6 | 24.3 | -0.7 | -0.5 | -0.8 |
| O=C1CCCN1CCCNC(=S)Nc1cccc2ccccc12 | -1.6 | -11.1 | 21.6 | -13.0 | -2.8 | 2.9 | 1.4 | . | -1.3 |
| CCCc1cc(=O)[nH]c(SCc2ccc(Cl)cc2)n1 | -3.0 | -6.9 | 16.9 | 3.3 | -0.2 | 0.9 | 6.8 | 0.0 | -1.1 |
| CCOCCc1nn2c(=O)cc(CSCC(=O)Nc3ccc(OC)cc3)nc2s1 | 6.2 | 4.5 | 0.4 | -6.2 | 2.4 | 2.6 | 2.7 | -0.4 | -0.1 |
| COC(=O)Cc1c(O)ccn(CCc2ccccc2)c1=O | -2.0 | 9.9 | 0.8 | -1.4 | 2.1 | -2.8 | -8.0 | -0.1 | -0.6 |
| Cn1c(CCC(=O)Nc2ccc(F)cc2)nc2cc(S(=O)(=O)N3CCOCC3)ccc21 | 1.0 | 0.4 | 2.9 | -6.3 | -0.2 | 1.4 | -6.6 | 1.5 | -0.9 |
| CC(C)(C)n1nnnc1C(c1ccc(F)cc1)N(Cc1ccc(F)cc1)Cc1ccco1 (stereo not given) | -4.5 | -6.7 | -1.2 | -1.0 | -1.3 | -8.0 | -6.3 | -2.2 | -4.6 |
| CCCCOc1ccc(CN(C)c2ncnc(N)n2)cc1 | 1.2 | 0.9 | -5.3 | 3.8 | -1.9 | 13.7 | -2.2 | -2.6 | -4.4 |
| O=C(C1CC1)N1N=C(c2ccc(Cl)cc2)CC1(O)C(F)(F)F (stereo not given) | -5.0 | 3.7 | 3.8 | -1.2 | 0.6 | 2.0 | -7.4 | -0.8 | -0.2 |
| COc1ccc(C(=O)NCC(c2ccco2)N2CCc3ccccc32)cc1 (stereo not given) | ? | -4.0 | 0.3 | 11.5 | -0.1 | -0.3 | -0.8 | . | 0.7 |
| CCc1ccc(OCC2c3cc(OC)c(OC)cc3CCN2C(=S)NCCOC)cc1 (stereo not given) | 1.6 | 4.0 | -4.2 | -4.0 | -0.5 | 5.4 | 6.0 | -1.2 | 0.0 |
| Cc1ccc(C)c(NC(=O)CCC(=O)N/N=C2/CC(=O)CC(C)(C)C2)c1 | 9.9 | -22.5 | -1.7 | 11.7 | -1.2 | 1.2 | 1.7 | . | 0.3 |
| CN1CCN(NC(=O)/C=C/c2cccc(Cl)c2)CC1 | -12.5 | 3.0 | -0.5 | -8.2 | 0.0 | -4.9 | -1.6 | -0.1 | -2.3 |
| CN(c1ccccc1)c1nc(N)c([N+](=O)[O-])c(NCc2ccccc2)n1 | ? | -0.2 | -7.1 | 5.5 | 1.4 | 14.2 | -5.9 | . | -4.6 |
| c1nc(C2CCCCC2)cc2cc3c(cc12)OCO3 | -5.4 | -7.4 | -2.3 | -4.4 | -2.2 | 7.3 | -0.3 | 3.2 | -2.3 |
| O=C1CC(C(=O)N2CCc3ccccc32)CN1c1ccc(F)cc1 (stereo not given) | -20.5 | -23.4 | -1.1 | 4.0 | -0.7 | 17.8 | 6.0 | -1.2 | -2.4 |
| CC(C)Nc1nc(NCCOc2ccccc2)c2sccc2n1 | -5.6 | . | 5.2 | -8.0 | . | 11.1 | . | 0.2 | -1.8 |
| CN(C)S(=O)(=O)NC(=O)C1=C(N2CCCC2)COC1=O | 4.2 | -0.5 | 1.1 | -3.1 | -0.4 | 0.5 | 0.4 | 5.8 | -0.1 |
| CCOC(=O)c1ccc(-c2c(-c3ccc4c(c3)OCO4)noc2-c2ccsc2)cc1F | -5.4 | -9.1 | -1.4 | 3.2 | 1.3 | -3.1 | 1.1 | 1.7 | -2.4 |
| COc1ccc(N)cc1C#N | 5.9 | 11.9 | 2.7 | 0.5 | 1.2 | 2.4 | 5.0 | 0.0 | 1.1 |
| Cc1ccc(C(=O)NCCNC(=O)Cc2ccccc2)cn1 | -6.4 | 12.2 | 0.3 | -7.6 | 0.5 | -2.5 | -2.8 | 0.0 | 0.8 |
| N#Cc1c(-c2ccccc2)nc(-c2ccccc2)[nH]c1=O | 2.1 | -4.0 | -3.0 | 4.0 | 1.6 | 5.0 | 0.7 | -0.7 | -3.4 |
| O=C(c1ccco1)N1CCN(C(c2ccccc2F)c2nnnn2Cc2cccs2)CC1 (stereo not given) | 2.3 | 0.8 | -6.6 | 0.5 | 2.0 | 14.2 | 4.1 | -1.3 | 0.3 |
| O=C(Nc1ccccn1)c1c(O)c2cccc3c2n(c1=O)CCC3 | 3.3 | 3.5 | 1.8 | 4.4 | 0.2 | -6.7 | 9.2 | -1.5 | -0.6 |
| COc1cc(CNCCc2c[nH]c3ccccc23)cc(Cl)c1OCC(N)=O | -15.1 | -23.4 | 1.7 | -1.8 | 1.5 | -1.9 | 14.6 | -0.1 | -2.2 |
| O=C(C=Cc1cccs1)c1cccs1 | 5.1 | -4.0 | -1.0 | -0.7 | . | 14.5 | . | -0.1 | -2.9 |
| CC1CN(Cc2nc3c(c(=O)n(C)c(=O)n3C)n2CCc2ccccc2)CC(C)O1 (stereo not given) | -2.3 | 1.0 | 1.7 | -1.8 | -2.9 | 8.7 | -2.8 | -1.8 | -0.3 |
| O=[N+]([O-])c1ccc(C2C3C(c4ccccc4)=NC4(CCCCC4)N32)cc1 (stereo not given) | -2.8 | 3.3 | -1.1 | 2.0 | 1.1 | 8.3 | 2.3 | -0.6 | -1.3 |
| CCCCNC(=O)c1onc(CSc2ccc(Cl)cc2)c1C(=O)O | -3.2 | -0.9 | -1.8 | -0.8 | 0.8 | 0.5 | -4.3 | -1.8 | -4.4 |
| O=C(/C=C/[C@H]1O[C@@H](n2cnc3c(NC(=O)c4ccccc4)ncnc32)[C@H](O)[C@@H]1O)NCc1ccc2c(c1)OCO2 | -7.1 | . | -1.7 | 3.5 | . | . | . | 3.6 | -2.1 |
| Cc1c(O)ccc(C(=O)COc2ccc(F)cc2)c1O | 0.6 | -5.3 | -2.4 | 4.9 | 0.6 | 31.6* | -2.0 | 0.7 | -1.2 |
| CC(=O)Nc1nc2cccc([N+](=O)[O-])c2s1 | -2.0 | 5.9 | 0.5 | -45.9 | -0.9 | 10.4 | -1.4 | . | -0.7 |
| Cn1c(SCC(=O)Nc2ccc3cn[nH]c3c2)nnc1-c1cnccn1 | -3.2 | -12.9 | 1.8 | -3.6 | 2.7 | -3.5 | -10.3 | -0.9 | -5.1 |
| COc1ccc(-c2cc(CCCC(=O)NCCc3ccccc3)no2)cc1 | -3.6 | -1.8 | 3.6 | 2.4 | -4.6 | 12.5 | 1.4 | -0.6 | -0.7 |
| Cc1ccccc1NC(=O)CCSc1nnnn1-c1ccccc1 | 5.7 | -9.0 | 5.9 | -1.1 | 0.7 | 4.3 | 5.9 | 1.4 | 2.1 |
| O=C(NCCN1CCN(C(=O)C(c2ccccc2)c2ccccc2)CC1)C(=O)Nc1ccccc1 | -4.8 | -14.1 | 5.9 | 2.6 | -1.2 | -6.0 | 5.1 | -1.5 | -0.8 |
| CCc1[nH]nc2c1C(C1C=CCCC1)C(C#N)=C(N)O2 (stereo not given) | -4.8 | 1.1 | -0.1 | 4.2 | -1.2 | -1.9 | 7.7 | . | -13.5 |
| Cc1[nH]n(-c2ccccc2)c(=O)c1/C=N/NC(=O)c1ccoc1C | -4.7 | -4.6 | -1.0 | 43.4* | -1.0 | 12.8 | 8.5 | . | -2.4 |
| Cc1ccc(C(=O)OCC(=O)N(CC(C)C)c2c(N)n(Cc3ccccc3)c(=O)[nH]c2=O)cc1[N+](=O)[O-] | -23.1 | 7.1 | 3.6 | -4.8 | -1.4 | 2.8 | 0.4 | . | -1.1 |
| COc1ccc(C(=O)NC(=S)N2CC(C)OC(C)C2)cc1OC (stereo not given) | 1.0 | -1.6 | 0.0 | -3.1 | 0.1 | 6.0 | 3.0 | . | -2.0 |
| COc1ccc(S(=O)(=O)N(C)C)cc1NC(=O)COC(=O)c1nn(C)c(=O)c2ccccc12 | 5.5 | 4.8 | 2.5 | 5.3 | 0.4 | 10.4 | 5.5 | . | -0.2 |

Overlap with the part before: 5 compounds, then new ones.
| canonical_smiles | BoNT F protease | MazF activator | FBA Mtb inh | PrPC TRFRET | Mtb UGM inh | GDH-TPI inh | Rv3671c inh | Mtb BioA inh | FadD28 binding |
| --- | --- | --- | --- | --- | --- | --- | --- | --- | --- |
| CCc1[nH]nc2c1C(C1C=CCCC1)C(C#N)=C(N)O2 (stereo not given) | -4.8 | 1.1 | -0.1 | 4.2 | -1.2 | -1.9 | 7.7 | . | -13.5 |
| Cc1[nH]n(-c2ccccc2)c(=O)c1/C=N/NC(=O)c1ccoc1C | -4.7 | -4.6 | -1.0 | 43.4* | -1.0 | 12.8 | 8.5 | . | -2.4 |
| Cc1ccc(C(=O)OCC(=O)N(CC(C)C)c2c(N)n(Cc3ccccc3)c(=O)[nH]c2=O)cc1[N+](=O)[O-] | -23.1 | 7.1 | 3.6 | -4.8 | -1.4 | 2.8 | 0.4 | . | -1.1 |
| COc1ccc(C(=O)NC(=S)N2CC(C)OC(C)C2)cc1OC (stereo not given) | 1.0 | -1.6 | 0.0 | -3.1 | 0.1 | 6.0 | 3.0 | . | -2.0 |
| COc1ccc(S(=O)(=O)N(C)C)cc1NC(=O)COC(=O)c1nn(C)c(=O)c2ccccc12 | 5.5 | 4.8 | 2.5 | 5.3 | 0.4 | 10.4 | 5.5 | . | -0.2 |
| CCc1cc2c(=O)oc(-c3ccc(Br)cc3)nc2s1 | 2.0 | -19.8 | 4.8 | 0.3 | . | -9.0 | . | 4.2 | 2.0 |
| COC(OC)c1nc(SCC(=O)Nc2cccc(Cl)c2)ncc1C(=O)O | ? | -2.1 | -2.6 | 3.7 | -0.2 | 18.4 | 4.5 | -0.6 | -0.9 |
| CCOC(=O)C1=C(C)Nc2ncnn2C1c1ccccc1F (stereo not given) | 4.4 | 9.2 | 0.9 | 0.5 | -1.5 | 6.3 | 1.7 | -0.7 | -1.0 |
| C[C@@]12C(=O)Nc3cc(F)c(F)cc3C(=O)N1[C@H]1c3ccccc3OC[C@@H]1[C@@H]2c1ccccc1 | 4.6 | 1.3 | -0.3 | 15.9 | . | -4.4 | . | -0.6 | -5.0 |
| CCOC(=O)c1ccc(NC(=O)C2CC(=O)Nc3nc4ccccc4n32)cc1 (stereo not given) | -4.2 | -10.6 | -0.6 | 5.6 | -1.6 | 4.3 | -3.8 | . | 0.4 |

Rows were taken by chance. Share with any hit: about 4.8%.
